MLL CXXC-DNA inh: MLL CXXC-DNA interaction inhibition. Q03164. MLL-CXXC / FITC-HOXA9 DNA fluorescence polarization. Potency, µM (doses to about 115 µM), without a hit: top-dose activity change, negative = inhibition, hits mostly inhibitors. 290,000 tested, 0.037% active; active = well fitted inhibition curve with a large enough effect in the polarisation, with a control signal flat, not every such curve was filed as active; inconclusive = small, poorly fitted or top-dose-only effect, or effect the other way, or a change in a side signal; inactive = no such curve, though single readings can be large or run the other way; the % refers to the polarisation; note: potency is the fitted concentration of half-maximal effect
Target sequence (Q03164 whole entry, looked up): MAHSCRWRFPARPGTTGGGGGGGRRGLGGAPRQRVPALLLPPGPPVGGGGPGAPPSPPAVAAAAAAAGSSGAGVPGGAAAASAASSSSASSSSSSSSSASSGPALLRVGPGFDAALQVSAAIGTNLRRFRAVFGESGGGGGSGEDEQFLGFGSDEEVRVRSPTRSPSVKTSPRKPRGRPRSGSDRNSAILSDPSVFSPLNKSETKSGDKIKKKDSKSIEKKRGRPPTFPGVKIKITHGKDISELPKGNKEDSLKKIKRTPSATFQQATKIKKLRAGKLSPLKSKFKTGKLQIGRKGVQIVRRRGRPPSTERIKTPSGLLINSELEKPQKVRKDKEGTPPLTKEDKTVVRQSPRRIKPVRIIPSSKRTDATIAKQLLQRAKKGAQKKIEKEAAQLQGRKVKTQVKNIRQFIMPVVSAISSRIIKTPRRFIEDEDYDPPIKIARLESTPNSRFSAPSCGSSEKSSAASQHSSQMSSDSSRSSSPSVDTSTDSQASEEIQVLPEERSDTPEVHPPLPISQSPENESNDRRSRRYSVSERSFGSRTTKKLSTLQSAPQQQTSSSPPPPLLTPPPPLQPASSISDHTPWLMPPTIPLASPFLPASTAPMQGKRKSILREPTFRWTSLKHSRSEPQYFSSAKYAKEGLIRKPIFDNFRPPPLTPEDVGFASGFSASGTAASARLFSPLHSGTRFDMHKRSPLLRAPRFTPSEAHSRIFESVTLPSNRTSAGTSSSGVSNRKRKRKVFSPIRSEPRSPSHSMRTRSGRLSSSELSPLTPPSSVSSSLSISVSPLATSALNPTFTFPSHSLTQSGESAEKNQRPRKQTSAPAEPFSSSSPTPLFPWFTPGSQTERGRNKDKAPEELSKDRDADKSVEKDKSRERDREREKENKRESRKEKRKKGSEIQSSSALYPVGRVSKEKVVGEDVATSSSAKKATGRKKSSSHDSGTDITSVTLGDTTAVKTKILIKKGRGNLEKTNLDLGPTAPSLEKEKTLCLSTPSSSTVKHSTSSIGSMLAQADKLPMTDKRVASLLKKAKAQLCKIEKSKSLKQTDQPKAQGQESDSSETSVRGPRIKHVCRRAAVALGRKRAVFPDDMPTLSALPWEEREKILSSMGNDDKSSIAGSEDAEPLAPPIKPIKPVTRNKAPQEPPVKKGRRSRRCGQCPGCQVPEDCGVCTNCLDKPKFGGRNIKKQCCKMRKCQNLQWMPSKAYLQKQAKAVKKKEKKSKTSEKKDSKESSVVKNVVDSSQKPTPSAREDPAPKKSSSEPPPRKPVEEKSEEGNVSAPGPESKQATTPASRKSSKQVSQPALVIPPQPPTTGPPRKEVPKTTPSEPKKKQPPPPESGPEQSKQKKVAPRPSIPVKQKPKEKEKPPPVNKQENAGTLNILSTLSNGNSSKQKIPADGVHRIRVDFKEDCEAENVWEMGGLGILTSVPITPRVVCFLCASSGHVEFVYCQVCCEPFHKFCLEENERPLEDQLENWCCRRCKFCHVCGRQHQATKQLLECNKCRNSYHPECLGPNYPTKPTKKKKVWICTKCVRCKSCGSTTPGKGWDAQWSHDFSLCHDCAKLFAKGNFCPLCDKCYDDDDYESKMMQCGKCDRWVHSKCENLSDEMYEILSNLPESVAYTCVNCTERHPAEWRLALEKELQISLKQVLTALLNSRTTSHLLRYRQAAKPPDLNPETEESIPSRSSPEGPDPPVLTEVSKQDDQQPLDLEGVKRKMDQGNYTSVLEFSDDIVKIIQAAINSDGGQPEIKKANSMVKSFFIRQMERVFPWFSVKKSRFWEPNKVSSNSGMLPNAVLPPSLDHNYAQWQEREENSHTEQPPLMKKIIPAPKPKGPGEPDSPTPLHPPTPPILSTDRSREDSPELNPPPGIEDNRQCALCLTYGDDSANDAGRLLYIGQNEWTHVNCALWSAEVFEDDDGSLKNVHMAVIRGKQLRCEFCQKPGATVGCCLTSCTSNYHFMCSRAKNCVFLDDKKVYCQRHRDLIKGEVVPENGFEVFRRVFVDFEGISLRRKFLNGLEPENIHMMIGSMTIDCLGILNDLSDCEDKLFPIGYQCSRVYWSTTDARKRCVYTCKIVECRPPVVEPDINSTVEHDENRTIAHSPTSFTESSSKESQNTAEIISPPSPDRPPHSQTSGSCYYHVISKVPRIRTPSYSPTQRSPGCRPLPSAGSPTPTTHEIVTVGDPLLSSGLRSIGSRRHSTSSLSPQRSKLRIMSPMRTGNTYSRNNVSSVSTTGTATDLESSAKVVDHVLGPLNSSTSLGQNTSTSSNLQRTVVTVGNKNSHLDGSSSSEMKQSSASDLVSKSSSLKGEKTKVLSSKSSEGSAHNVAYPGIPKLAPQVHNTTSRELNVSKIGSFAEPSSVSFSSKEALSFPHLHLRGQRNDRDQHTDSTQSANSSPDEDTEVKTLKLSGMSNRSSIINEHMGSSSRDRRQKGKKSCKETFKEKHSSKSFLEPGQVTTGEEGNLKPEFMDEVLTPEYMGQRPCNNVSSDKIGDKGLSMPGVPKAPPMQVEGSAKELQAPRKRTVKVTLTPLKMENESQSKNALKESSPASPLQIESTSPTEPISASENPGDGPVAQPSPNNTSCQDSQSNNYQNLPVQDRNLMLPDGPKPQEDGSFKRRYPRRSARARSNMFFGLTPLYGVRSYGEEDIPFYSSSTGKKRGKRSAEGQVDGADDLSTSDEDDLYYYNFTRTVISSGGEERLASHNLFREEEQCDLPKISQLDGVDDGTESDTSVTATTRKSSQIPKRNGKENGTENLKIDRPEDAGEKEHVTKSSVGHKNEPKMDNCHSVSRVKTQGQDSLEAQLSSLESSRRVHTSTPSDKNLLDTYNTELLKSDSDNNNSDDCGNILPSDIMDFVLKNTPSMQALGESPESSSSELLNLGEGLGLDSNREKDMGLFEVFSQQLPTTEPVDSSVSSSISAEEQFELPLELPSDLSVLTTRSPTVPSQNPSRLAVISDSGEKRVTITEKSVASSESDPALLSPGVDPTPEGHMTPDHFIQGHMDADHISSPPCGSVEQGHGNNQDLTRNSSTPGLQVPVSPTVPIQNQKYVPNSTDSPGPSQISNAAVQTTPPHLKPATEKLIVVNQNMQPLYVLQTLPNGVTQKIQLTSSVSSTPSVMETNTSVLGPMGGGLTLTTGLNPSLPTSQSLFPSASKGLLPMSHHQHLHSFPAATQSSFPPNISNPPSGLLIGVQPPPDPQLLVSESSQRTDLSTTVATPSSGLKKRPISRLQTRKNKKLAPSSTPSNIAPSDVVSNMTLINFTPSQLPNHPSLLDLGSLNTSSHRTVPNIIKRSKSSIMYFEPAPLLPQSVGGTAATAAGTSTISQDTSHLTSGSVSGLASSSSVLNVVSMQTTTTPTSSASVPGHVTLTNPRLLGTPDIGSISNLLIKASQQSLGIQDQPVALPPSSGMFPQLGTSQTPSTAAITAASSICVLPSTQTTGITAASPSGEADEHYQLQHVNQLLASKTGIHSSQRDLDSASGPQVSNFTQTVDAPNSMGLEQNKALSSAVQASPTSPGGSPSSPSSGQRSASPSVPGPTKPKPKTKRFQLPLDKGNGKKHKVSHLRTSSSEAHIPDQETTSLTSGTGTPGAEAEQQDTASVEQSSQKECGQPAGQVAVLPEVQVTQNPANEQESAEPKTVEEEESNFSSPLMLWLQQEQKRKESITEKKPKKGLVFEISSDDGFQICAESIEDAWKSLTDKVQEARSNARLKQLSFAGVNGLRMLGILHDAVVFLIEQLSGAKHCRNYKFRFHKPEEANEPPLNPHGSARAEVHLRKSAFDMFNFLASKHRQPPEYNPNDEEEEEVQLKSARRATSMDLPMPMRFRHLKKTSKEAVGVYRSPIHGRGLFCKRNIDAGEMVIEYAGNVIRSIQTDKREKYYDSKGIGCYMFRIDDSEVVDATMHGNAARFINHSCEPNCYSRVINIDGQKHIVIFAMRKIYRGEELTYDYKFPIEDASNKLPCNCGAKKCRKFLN
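Fluorescence polarization: 7 uM MLL-CXXC (stock) preincubated 5 min with compounds, then 50 nM fluorescein-HOX-A9 DNA (stock) added; 30 min ambient. Buffer 50 mM Tris-HCl pH 7.5, 50 mM NaCl, 1 mM DTT, 0.05% BSA.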
Integrin act MD: activates integrin-mediated alleviation for muscular dystrophy. alpha7betagal myoblasts, beta-gal FDG fluorescence, 48 h. Potency, µM (top dose mostly 38.3 µM), for inactives: at the top dose activation, actives largely listed as activators. 350,000 tested, 0.064% active. AID 624291;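 note: potency is the fitted concentration of half-maximal effect; 100% = response of the positive control SU9516; nearly all actives have a fitted effect of over 60% in size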
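alpha7betagal+/- myoblasts (passage 13, 250/well) treated 48 h at 37C with compounds at 1:260 dilution of DMSO stock. Lysed, then beta-galactosidase activity read as FDG fluorescence (ex 480/em 540) after 30 min, with pre-read for autofluorescence.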
TRPV1 agonist: agonists of human vanilloid receptor 1 (TRPV1). Q8NER1. TRPV1-expressing cells, Fluo-8 calcium influx, agonist mode. activation, % at 8.33 µM. 320,000 tested, 0.19% active. AID 540275; in the data active = activation above about 80%; inconclusive = between about 30% and that limit; note: 0% is about no effect
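TRPV1-expressing cells were cultured overnight at 35.5C and loaded with Fluo-8 calcium dye for 40 to 90 min at room temperature. After a 10 s baseline, compound was added and calcium influx was read kinetically for 3 min (ex 480/em 520 nm).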
AT treatment: potential ataxia-telangiectasia treatments restoring KAP-1 phosphorylation | AID 485349 | […] A-T fibroblasts, KAP-1 phosphorylation AlphaLISA; neocarzinostatin DNA damage 30 min before lysis | 320,000 tested, 0.19% active | Potency, µM (titrated, usually from 57.5 µM), for inactives: top-dose activation, hits mostly activators; note: potency is the fitted concentration of half-maximal effect; % of control where 0% means no effect; nearly all actives have a fitted effect of over 45% in size
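ATM-like activity read as KAP-1 phosphorylation via AlphaLISA donor/acceptor antibody pairs after lysis and 6 hr at 25C. Cells were ATM-null patient fibroblasts ([…], hTERT), dosed 60 min, then exposed to the DSB inducer NCS for 30 min.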
p53 reactivation: re-activators of mutant p53; H1299 p53-A138V BP100-luciferase reporter, luminescence, 24 h; Potency, µM (top dose mostly 92.2 µM), for the others: at the highest dose activity change, positive = activation, usual class: activators; 320,000 tested, 0.063% active; note: potency is the fitted concentration of half-maximal effect; % of control where 0% means no effect; nearly all actives have a fitted effect of over 45% in size
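p53-null H1299 cells stably carrying temperature-sensitive p53-A138V and a BP100-luciferase reporter were pinned with compounds (4-point, 1:5 series) and held 24 hrs at 37 deg C. Luminescence was read 10 min after detection reagent.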
B2AR arrestin: recruits beta-arrestin to the human beta2-adrenergic receptor. AID 492947. beta-arrestin recruitment to beta2AR, cell-based reporter. Potency, µM (doses to about 46.1 µM), without a hit: at the highest dose activation, usual class: activators. 330,000 tested, 0.02% active;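 note: potency is the fitted concentration of half-maximal effect; 0% = DMSO controls and full agonism = EC100 isoproterenol or metaproterenol; nearly all actives have a fitted effect of over 65% in size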
ELG1 DNA repair: ELG1-dependent DNA repair inhibition. 330,000 tested, 2.3% active. Potency, µM (doses to about 46.1 µM), without a hit: top-dose activity change, negative = inhibition, usual class: inhibitors. HEK293T ELG1-luciferase reporter, luminescence, 16 h; DNA damage induced by 5-fluorouridine; note: potency is the fitted concentration of half-maximal effect; % is set by controls: 0 for no effect and ±100 for the full control effect; nearly all actives have a fitted effect of over 55% in size
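Quantitative HTS, concentration-response format. 2,000 cells/well co-treated with 5-fluorouridine and compound, 16 hr in 5% CO2 at 37 °C; ONE-Glo luminescence read after 30 min.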
TCR act: T cell receptor activation. AID 504894. 330,000 tested, under 10 active. Potency, µM (top dose mostly 9.22 µM), without a hit: top-dose activation of IL-2 secretion, actives largely listed as activators. primary human leukocytes, anti-CD3, IL-2 HTRF, 48 h; note: % of control where 0% means no effect
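Compounds are tested in HTS on primary human leukocytes co-incubated with a-CD3 beads for 48 hr. IL-2 output is measured by time-resolved FRET.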
PTAP TSG101 blk: blocks PTAP/TSG101 interaction to inhibit HIV-1 budding. Q99816. Fluorescence polarization, FITC-PTAP peptide / Tsg101 binding. Potency, µM (doses to about 115 µM), for the others: at the top dose activity change, negative = inhibition, actives largely listed as inhibitors. 340,000 tested, under 10 active; active = well fitted inhibition curve with a large enough effect in the main read-out, with a control signal flat, not every such curve was filed as active; inconclusive = small, poorly fitted or top-dose-only effect, or effect the other way, or a change in a side signal; inactive = no such curve, though single readings can be large or run the other way; note: potency is the fitted concentration of half-maximal effect; % of control where 0% means no effect
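FP read-out: FITC-PTAP peptide, 50 nM final, binding Tsg101 binding domain, 10 uM final; 20 min, r.t.; 10 mM HEPES pH 7.5, 0.15 M NaCl, 0.01% Tween 20, 3 mM EDTA, 0.1 mM TCEP.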
BRCA1 expr act: increases BRCA1 expression. MCF7-BRCA1-FFLuc reporter, luminescence, 48 h; response scale: scaled: vehicle 0%, 10 µM genistein 100%. Potency, µM (titrated, usually from 46.1 µM), for the others: at the highest dose activation, most hits filed as activators. 380,000 tested, 1.1% active; note: potency is the fitted concentration of half-maximal effect; nearly all actives have a fitted effect of over 80% in size; some results filed as inactive show a strong effect at the top dose
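MCF7 cells carrying a BRCA1-firefly luciferase reporter (2000 cells/well, phenol-red free MEM) were attached for 2 h at 37 °C, then given compounds for 48 h. Luminescence was read 15 min after luciferase reagent; activity normalized to genistein (10 microM) and DMSO.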
Numbers without * were called inactive; ? = inconclusive; . = not tested or not shown; [ ] = dose if it differs, or a comment. Unless noted, calls come from the whole dose curve; as a rule, active = well fitted curve in the direction sought with a large enough effect; inconclusive = small, poorly fitted or top-dose-only effect, or another doubt; inactive = no such curve, though single readings can be large; an effect the other way counts as inactive or inconclusive.

structure	MLL CXXC-DNA inh	Integrin act MD	TRPV1 agonist	AT treatment	p53 reactivation	B2AR arrestin	ELG1 DNA repair	TCR act	PTAP TSG101 blk	BRCA1 expr act
CC(=O)N1CCN(c2ccccc2NC(=O)c2ccc(C#N)cc2F)CC1	-5%	-7%	1	-1%	-3%	-0.4%	11%	.	-2%	-21%
COc1cc2oc(=O)cc(-c3cccc(-c4ccc(C(F)(F)F)cc4)c3)c2c(OC)c1OC	.	-14%	.	-1%	-10%	-0.4%	-25%	2%[46.1 µM]	1%	-4%
COc1ccc(N(C(=O)c2ccco2)S(=O)(=O)c2cc(Cl)c(Cl)cc2Cl)cc1	107%[activator]	0%	-3	.	-5%	0.6%	?	-5%	-4%	-80%
CSc1c(-c2ccccn2)c(N)nn1C(=O)C1CCC1	3%	15%	1	-1%	1%	-0.5%	-10%	-5%	0%	-8%
Cc1cc(C)cc(NC(=O)CSc2nc3[nH]c(=O)cc(O)c3s2)c1	7%	4%	-4	7%	-4%	-0.2%	5%	7%	1%	-10%
O=C(CCSCc1cccc(F)c1)NCCc1ccccc1	0%	17%	?	27%	1%	0.5%	7%	-2%	0%	42%
CCCC(=O)Nc1ccc(Oc2ccc(NC(=O)CCC)cc2)cc1	5%	-16%	14	3%	-1%	0.8%	12%	2%[46.1 µM]	-3%	-1%
CC(C)CNC(=S)N1CCN(c2nc(-c3ccc(Cl)cc3)cs2)CC1	19%	-16%	3	1%	-7%	0.4%	?	-2%	-1%	-22%
O=C(Nc1cccc(C(F)(F)F)c1)c1cc(-c2ccco2)on1	1%	44%	2	4%	2%	-0.5%	1%	-1%	-2%	-3%
O=c1cc(CSc2nnc(-c3cccnc3)n2-c2ccccc2F)nc2sccn12	8%	-7%	0	-2%	-9%	-1.1%	7%	0%	-9%	16%
CCCCN1CC(=O)N2[C@H](c3ccc(OC)cc3)[C@@H]3C(=O)N(CC)C(=O)[C@@H]3[C@]2(Cc2ccccc2)C1=O	2%	4%	3	5%	.	-0.3%	?	4%	.	13%
C=CCCO[C@@H]1O[C@@H](C)[C@H](O)C[C@H]1O	.	-8%	-5	-10%	3%	0.3%	13%	-21%	0%	-3%
CCCOc1ccc(/C=C/C(=O)NC2CCCCC2)cc1OC	11%	-1%	9	3%	.	0.1%	8%	.	-1%	2%
CC(=O)N/C(=N/c1nc(C)cc(C)n1)Nc1cccc(C)c1C	-8%	?	5	12%	-4%	-0.4%	-11%	0%	0%	-21%
Cc1ccc(NS(=O)(=O)c2cccc(C(=O)NCC(c3ccco3)N3CCCC3)c2)cc1 (stereo not given)	.	36%	-3	-3%	?	0.3%	-6%	-2%	-4%	-28%
COc1ccc(NS(=O)(=O)c2ccc(C(=O)Nc3c(C)n(C)n(-c4ccccc4)c3=O)cc2)cc1	.	12%	.	-10%	-8%	0.4%	-1%	0%[46.1 µM]	-1%	8%
COCCCn1c(SCC(=O)NCc2ccco2)nc2sc3c(c2c1=O)CCC3	-15%	-17%	8	-3%	1%	0.3%	?	2%	-7%	-5%
COc1cccc(C(c2nnnn2Cc2ccc(F)cc2)N2CCC(C(N)=O)CC2)c1OC (stereo not given)	8%	3%	0	2%	3%	0.4%	3%	1%	-7%	-7%
CCCCN(C(=O)c1ccc(N(C)S(=O)(=O)c2ccc(C)cc2)cc1)c1c(N)n(CCCC)c(=O)[nH]c1=O	.	2%	2	-1%	10%	0.2%	-3%	3%	-3%	0%
COCCNC(=O)C(c1ccc(F)cc1)N(C(=O)CCC(=O)Nc1ccccn1)c1ccc(C)cc1 (stereo not given)	6%	11%	0	5%	-4%	0.2%	-8%	2%	0%	-3%
O=C(Oc1ccc(-c2nnco2)cc1)c1ccco1	.	31%	-3	7%	17%	0.7%	16%	7%	-2%	10%
Cc1ccc2nc(NC(=O)c3ccc(Cn4cc(Cl)cn4)o3)sc2c1	-10%	18%	23	-2%	?	0.0%	17%	2%[46.1 µM]	-7%	88%
COc1cc(CCCN2CCNC[C@@H]2CC2CCCCC2)cc(OC)c1OC	.	6%	.	6%	-1%	0.1%	11%	-5%	.	-11%
O=C1CCSc2ccc(Cl)cc2N1Cc1ccc(Cl)cc1	-9%	-14%	6	6%	-13%	-0.4%	10%	-2%	0%	-32%
Cc1ccnc2nc(C(=O)OCC(=O)Nc3ccccc3C(C)(C)C)nn12	13%	-6%	1	0%	1%	0.3%	19%	2%	0%	2%

Rewritten with two lines to a compound: part of the list above
The line under a structure holds: MLL CXXC-DNA inh, Integrin act MD, TRPV1 agonist, AT treatment, p53 reactivation, B2AR arrestin, ELG1 DNA repair, TCR act, PTAP TSG101 blk, BRCA1 expr act
COc1cccc(C(c2nnnn2Cc2ccc(F)cc2)N2CCC(C(N)=O)CC2)c1OC (stereo not given)
 : 8%, 3%, 0, 2%, 3%, 0.4%, 3%, 1%, -7%, -7%
O=C(Oc1ccc(-c2nnco2)cc1)c1ccco1
 : ., 31%, -3, 7%, 17%, 0.7%, 16%, 7%, -2%, 10%

Later entries:
structure	MLL CXXC-DNA inh	Integrin act MD	TRPV1 agonist	AT treatment	p53 reactivation	B2AR arrestin	ELG1 DNA repair	TCR act	PTAP TSG101 blk	BRCA1 expr act
O=C(NNc1ccccc1)NC(Cc1ccccc1)C(=O)O (stereo not given)	.	8%	.	.	.	.	.	-1%	-2%	5%
CCOC(=O)N1CCN(C(=O)c2ccc3c(c2)N=C(C)c2cc(Cl)ccc2S3)CC1	?	-22%	17	-5%	-4%	1.0%	3.7µM*	5%	-4%	-43%
Cc1ccc(-c2csc(NC(=O)C3=NN(c4ccccc4)C(=O)CC3)n2)cc1	-4%	17%	-1	-1%	10%	-1.0%	13µM*	13%[46.1 µM]	-5%	-52%
CC(=O)N1CCCc2ccccc21	-4%	-1%	2	0%	-2%	-0.1%	?	3%	-2%	-5%
Cc1nc(NC(=O)c2ccco2)sc1C(=O)O	0%	9%	1	2%	-2%	-0.1%	3%	-1%	-7%	2%
CCOC(=O)c1c(C)nsc1NC(=O)C1CCCCC1	-5%	-39%	30	13%	29%	-0.1%	-6%	1%	-5%	1%
COc1ccc(CN=C2NC(=O)CC(C(=O)Nc3ccc(Cl)cc3)S2)cc1 (stereo not given)	5%	0%	3	1%	-8%	0.0%	-6%	-7%[46.1 µM]	0%	-28%
COc1ccc(C(=O)n2nc(-c3ccc(Cl)cc3)nc2N)cc1OC	17%	0%	1	-7%	0%	-0.2%	-7%	6%	-2%	-21%
CC1(C)CC(=O)C=C(NNC(=O)c2ccc(N)cc2)C1	-3%	-5%	3	11%	7%	-1.5%	1%	-3%[46.1 µM]	-3%	-17%
CCN(Cc1ccncc1)C(=O)C1CCN(S(=O)(=O)c2cccs2)CC1	5%	8%	-2	2%	3%	-0.1%	6%	.	-3%	34%
O=C(CCC1CCCCC1)Nc1cc(C(F)(F)F)ccc1N1CCOCC1	.	4%	?	26%	3%	0.0%	-4%	-13%	-3%	-39%
CCc1c(C)nc(SCC(N)=O)c(C#N)c1C	1%	-6%	2	0%	-2%	-0.3%	-8%	3%	-13%	17%
CC(C)NS(=O)(=O)c1ccc(NC(=O)Cc2cccs2)cc1	-1%	4%	3	9%	16%	-0.3%	?	6%[46.1 µM]	-1%	58%
CC(C)(C)NC(=O)CSC(=Nc1ccccc1F)NC#N	?	-33%[inhibitor]	-2	-2%	?	-0.7%	?	-1%[46.1 µM]	-6%	?
Cc1nc2ncnn2c(Nc2ccc3c(c2)OCO3)c1Cc1ccccc1	13%	-9%[7.66 µM]	5	11%	-7%	0.2%	-25%	-2%	-5%	-48%
CCOc1ccccc1N(CC(=O)NC(C)(C)C)C(=O)Cn1nnc(-c2ccc(C)o2)n1	-1%	11%[7.66 µM]	10	8%	5%	-0.6%	?	-1%	-11%	-7%
Cc1ccc(NC(=O)CCn2nnc3ccccc32)c(C)c1	-14%	-7%	-2	3%	-3%	0.0%	-2%	2%	-1%	?
CC(C)CC1(C)NC(=O)N(CC(=O)Nc2ccc3c(c2)OCCO3)C1=O (stereo not given)	.	-12%	.	15%	0%	-0.9%	1%	5%[46.1 µM]	3%	1%
COc1cc(/C=C2\SC(=O)N(CC(=O)Nc3ccccc3F)C2=O)cc(Cl)c1O	54%[activator]	-53%[inhibitor]	?	-2%	.	-1.1%	-18%	-4%	1%	-32%
OCCC1CN(Cc2ccc(F)cc2)CCN1CCc1ccccc1 (stereo not given)	9%	2%	0	4%	.	-0.1%	-16%	6%	-4%	-32%
O=C(Cc1ccccc1)c1ccc2c(c1)OCCO2	0%	?	5	9%	1%	-0.6%	?	-7%	2%	?
COc1ccc(OC)c(S(=O)(=O)N2CCNCC2)c1	37%[activator]	0%	0	2%	-5%	-0.1%	1%	7%	0%	2%
O=C(NCCc1ccccc1)c1nnc(CS(=O)(=O)c2ccccc2)o1	.	-10%	2	-3%	.	-1.0%	4%	-2%	-2%	-5%

Screening results: PubChem BioAssay, National Center for Advancing Translational Sciences (NCATS)
